# Screening results as filed in PubChem BioAssay.
# PriA SSB inh: inhibitors of Klebsiella pneumoniae PriA binding to SSB C-terminal tail, primary screen, biochemical, AlphaScreen. PriA–SSB C-terminal tail interaction (Klebsiella pneumoniae). AlphaScreen SSBct-PriA binding, biotinylated peptide. AID 1272365, 2023. 430,000 compounds, 0.6% hits. inhibition, % at 33 µM; in the data active means inhibition mostly above about 37%, no sharp cut-off; inactive means mostly below about 20%;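 further: plate controls were negative control peptide for no effect and reference peptide for full effect; strong numbers were not always called active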
# Vc quorum ag: inducers of Vibrio cholerae quorum light production without autoinducers, primary screen, BH1578 luxS cqsA deficient, single point; V. cholerae BH1578 lux reporter, luminescence, 6 h; activation, % at 18.7 µM; 350,000 compounds, 0.16% hits; AID 588436, 2011; in the data active means activation mostly above about 9.7%, no sharp cut-off; inconclusive means no clear call, values can overlap the other calls; inactive means mostly below about 3.7%; further: not every result past the cut was called active; inactives centre near 0; reference of the scale not given here
# BoNT-A LC inh2: BoNT/A light chain protease inhibitors, primary screen, biochemical, flow cytometry, MLPCN library; AID 588499, 2011; Botulinum neurotoxin type A light chain protease (Clostridium botulinum A str. ATCC 3502); multiplex microsphere protease substrate cleavage; inhibition, % at 10 µM; 360,000 compounds, 0.17% hits; further: plate controls were buffer without enzyme for full effect and enzyme alone for no effect
# Anthrax LF prot: Bacillus anthracis LF protease inhibitors, primary screen, biochemical, multiplex microsphere, MLPCN library; inhibition, % at 10 µM; Lethal factor (Bacillus anthracis), P15917; 360,000 compounds, 0.12% hits; multiplex microsphere protease cleavage assay; further: plate controls were buffer without enzyme for full effect and enzyme alone for no effect
# Target sequence (P15917 whole entry, looked up): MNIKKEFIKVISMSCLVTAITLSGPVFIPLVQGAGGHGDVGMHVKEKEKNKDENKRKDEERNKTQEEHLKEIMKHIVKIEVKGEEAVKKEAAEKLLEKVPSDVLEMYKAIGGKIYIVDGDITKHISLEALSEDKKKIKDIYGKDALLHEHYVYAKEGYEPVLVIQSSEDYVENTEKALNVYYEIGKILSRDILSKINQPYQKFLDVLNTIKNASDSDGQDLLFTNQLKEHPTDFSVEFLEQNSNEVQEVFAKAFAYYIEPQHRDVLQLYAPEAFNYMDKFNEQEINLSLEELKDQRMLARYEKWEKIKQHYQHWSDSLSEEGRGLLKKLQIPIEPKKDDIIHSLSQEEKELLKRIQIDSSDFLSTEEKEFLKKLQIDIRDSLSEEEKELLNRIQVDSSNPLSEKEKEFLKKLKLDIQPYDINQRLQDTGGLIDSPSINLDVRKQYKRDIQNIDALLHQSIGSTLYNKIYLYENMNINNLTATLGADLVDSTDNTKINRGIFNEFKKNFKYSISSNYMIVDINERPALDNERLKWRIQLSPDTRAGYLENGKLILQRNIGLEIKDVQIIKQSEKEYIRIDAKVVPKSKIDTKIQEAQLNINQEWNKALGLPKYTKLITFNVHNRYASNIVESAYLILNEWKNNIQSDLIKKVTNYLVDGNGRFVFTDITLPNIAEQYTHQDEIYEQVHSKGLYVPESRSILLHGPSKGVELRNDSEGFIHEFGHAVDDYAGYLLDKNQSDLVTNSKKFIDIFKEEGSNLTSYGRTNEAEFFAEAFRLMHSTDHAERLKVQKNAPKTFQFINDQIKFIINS
# PfHsp40 yeast: rescue of yeast from PfHsp40 toxicity, primary screen, S. cerevisiae, ATP luminescence; S. cerevisiae expressing PfHsp40, growth rescue; growth rescue, % at 12.5 µM; 340,000 compounds, 0.68% hits; AID 504582, 2011; in the data active means growth rescue above about 28%, passing the limit was not always enough; inconclusive means no clear call, values can overlap the other calls;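 further: yeast W303a lacking pdr1 and pdr3 grown in galactose medium; growth measured after three days at 30 °C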
# VHR inh abs: VHR1 phosphatase inhibitors, primary screen, biochemical, absorbance, uHTS. Dual specificity protein phosphatase 3 (Homo sapiens), P51452. inhibition, % at 13.3 µM. recombinant VHR phosphatase, pNPP absorbance. 290,000 compounds, 0.52% hits. AID 1654, 2009; in the data active means inhibition above about 50%; further: some compounds called inactive have numbers as strong as hits
# Target sequence (P51452 whole entry, looked up): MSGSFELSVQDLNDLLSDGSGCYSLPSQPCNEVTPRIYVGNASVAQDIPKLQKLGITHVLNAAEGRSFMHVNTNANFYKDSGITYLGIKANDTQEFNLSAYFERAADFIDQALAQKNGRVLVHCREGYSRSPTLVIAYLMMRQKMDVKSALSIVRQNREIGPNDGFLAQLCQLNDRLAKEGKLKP
# TcdB GH inh: TcdB glycohydrolase inhibitors, primary screen, biochemical, single point, plate reader; inhibition, % at 9.99 µM; Toxin B (Clostridioides difficile), P18177; 350,000 compounds, 0.24% hits; AID 652162, 2013; TcdB glycohydrolase enzymatic assay; in the data active means inhibition above about 10%
# Yp Topo-I inh: Yersinia pestis topoisomerase I inhibitors, primary screen, biochemical, cleavage product accumulation, plate reader, single point | Y. pestis Topo-I cleavage product accumulation | activity, % at 10 µM | 360,000 compounds, 0.064% hits | AID 504884, 2011; in the data active means activity above about 50%, passing the limit was not always enough; inconclusive means no clear call, values can overlap the other calls; further: inactives centre near 2
# SARS 3CLpro inh: SARS-CoV 3CLpro protease inhibitors, primary screen, biochemical, quenched FRET; Replicase polyprotein 1ab (Severe acute respiratory syndrome coronavirus), P0C6X7; 290,000 compounds, 0.14% hits; recombinant SARS-CoV 3CLpro, quenched FRET peptide cleavage; inhibition, % at 6 µM; in the data active means inhibition above about 12%
# CCHFV vOTU inh: CCHFV vOTU protease inhibitors, primary screen, biochemical, Pep-AMC substrate, fluorescence. inhibition, % at 11.5 µM. 370,000 compounds, 0.55% hits. AID 651958, 2012; in the data active means inhibition above about 30%; further: 0% = vehicle wells with enzyme and 100% = no enzyme wells
# * = called active by the depositor; i = inactive; ? = inconclusive; nt = not tested or not shown. Unless noted, no stated cut-off is given here; in the data, active means inhibition above about 30%; inconclusive means no clear call, values can overlap the other calls; inactive means below that. This is a subset. The share of hits here may be higher or lower than overall.
item	structure	PriA SSB inh	Vc quorum ag	BoNT-A LC inh2	Anthrax LF prot	PfHsp40 yeast
1	O=C(O)c1ccccc1C(=O)N1N=C2/C(=C/c3cccc([N+](=O)[O-])c3)CCCC2C1c1cccc([N+](=O)[O-])c1 (stereo not given)	18	i	-0.7	-5	-1.0
2	CC(O)c1nc2cc([N+](=O)[O-])ccc2n1Cc1ccccc1 (stereo not given)	-11	i	-5.2	7	-1.3
3	COC(=O)c1ccc(NC(=O)c2ccc(NS(=O)(=O)c3cccc4cccnc34)cc2)cc1	3	-7.7	-1.5	5	0.3
4	Fc1cccc(F)c1CN1CCN(c2ncccn2)CC1	-19	-0.3	-0.7	-6	0.7
5	Cc1ccc(N2C(=O)C3C(C2=O)C2C=CC3C23CC3)c([N+](=O)[O-])c1 (stereo not given)	-4	-0.4	0.2	-1	0.2
6	COc1ccccc1-n1c(-c2ccoc2)nc2ccccc2c1=O	-3	-2.2	-0.4	-3	0.0
7	COc1ccc(Cl)cc1NC(=O)CN1CCC(n2nnc3cc(F)ccc32)CC1	2	-0.4	-2.8	4	1.0
8	O=S(=O)(c1ccccc1Cl)N1CCCC(c2nc(-c3cccnc3)no2)C1 (stereo not given)	18	i	1.5	-7	-0.7
9	CCCc1nnc(SCC(=O)NC2CC2)n1CC	-3	-0.1	-1.0	-1	0.1
10	CCOC(=O)c1ccc(NC(=O)C(=O)NCc2ccc(/C=C(/C#N)C(=O)NCCOC)o2)cc1	-2	i	-1.3	-3	1.9
11	CS(=O)(=O)N(CC(=O)N1CCN(c2ccccc2)CC1)c1cccc(Br)c1	-6	-3.2	-3.1	-3	2.1
12	Cc1c(NC(=O)C(C)OC(=O)/C=C/c2ccco2)c(=O)n(-c2ccccc2)n1C (stereo not given)	-3	1.4	-0.3	-3	0.3
13	CCC(C)C(=O)NCCc1ccc(S(N)(=O)=O)cc1 (stereo not given)	3	i	-0.1	-1	0.4
14	COc1ccc(CN(C)C(=O)/C=C/[C@H]2O[C@@H](n3cc(C)c(=O)[nH]c3=O)C[C@@H]2O)cc1OC	nt	nt	-0.1	2	nt
15	Cc1cc(-n2c(C)cc(C(=O)COC(=O)CN=C3NS(=O)(=O)c4ccccc43)c2C)no1	-2	-0.3	-0.5	-3	-0.4

item	VHR inh abs	TcdB GH inh	Yp Topo-I inh	SARS 3CLpro inh	CCHFV vOTU inh
1	12	-0.4	-4	2	21
2	-8	1.3	7	2	13
3	nt	nt	0	-5	nt
4	10	nt	-6	2	1
5	12	0.8	-1	0	7
6	11	nt	2	-2	24
7	21	nt	5	-6	-7
8	24	nt	0	2	-3
9	2	1.0	-1	5	11
10	-3	-1.4	0	-1	1
11	42	nt	11	-5	5
12	23	-2.3	2	-3	1
13	-2	nt	-2	0	-9
14	nt	1.4	nt	nt	6
15	-2	nt	5	-5	13

# (further entries)
item	structure	PriA SSB inh	Vc quorum ag	BoNT-A LC inh2	Anthrax LF prot	PfHsp40 yeast
16	C=Cn1c(C(=O)O)ccc1-c1ccc(CC)cc1	-6	-0.7	-2.5	-6	7.8
17	Cc1ccc([N+](=O)[O-])c(OCc2ncc(Cl)n2C)c1	-11	-0.1	3.6	18	-1.5
18	COc1ccc2c(c1)C(=O)N(c1ccc(C)cc1C)C(=O)C2	-10	-6.7	2.9	1	0.7
19	O=C(CCCOc1ccc(Cl)cc1)NCC1CCCO1 (stereo not given)	-11	-0.5	1.1	2	5.1
20	Cc1cc(C)c2c(n1)SCC(=O)N2CC(=O)Nc1ccc(F)cc1	4	-0.5	-0.4	-10	0.1
21	CN(CCNC(=O)C1CCN(S(=O)(=O)N2CCOCC2)CC1)CCc1ccccc1	-4	0.6	-0.9	-5	-2.4
22	CC1CC(C)CN(CCCOc2ccccc2[N+](=O)[O-])C1 (stereo not given)	2	-0.2	-0.5	-2	-0.8
23	COC(=O)c1c(NC(=O)C2COc3ccccc3O2)sc2c1CCN(Cc1ccccc1)C2 (stereo not given)	-2	-0.2	-0.6	0	-0.3
24	CCCNc1nc(Nc2ccc(C)cc2)nc(N2CCCC2)n1	-14	i	0.2	0	-1.0
25	COc1cc(NC(=O)COC(=O)CSc2cc(C)ccc2C)c(C)cc1[N+](=O)[O-]	4	i	0.4	-1	-0.1
26	CCOCCCNC(=O)CN1C2CCC1CC(O)(c1ccc(OC)cc1)C2 (stereo not given)	-10	-0.5	-1.7	-3	-1.6
27	O=[N+]([O-])c1cc(S(=O)(=O)/N=C(/c2ccccc2)N2CCOCC2)ccc1Cl	nt	i	-0.2	-2	0.9
28	CC1(c2nnc(Cc3ccccc3)o2)CC(c2ccc(Br)cc2)=NO1 (stereo not given)	-12	-0.3	-0.6	-1	0.7
29	CC(C)CN(C(=O)COC(=O)Cc1c[nH]c2ccccc12)C1CCS(=O)(=O)C1 (stereo not given)	-17	i	-0.3	-12	-1.1
30	O=C(O)CCC(=O)c1ccc2sc3ccccc3c2c1	-6	-1.0	0.5	3	122*

item	VHR inh abs	TcdB GH inh	Yp Topo-I inh	SARS 3CLpro inh	CCHFV vOTU inh
16	13	-1.9	0	5	-10
17	12	1.9	6	-1	6
18	-20	0.0	-8	5	6
19	9	nt	-5	-4	12
20	17	-0.1	-1	3	-8
21	3	nt	-4	1	-9
22	7	0.2	2	2	12
23	21	0.5	24	0	6
24	16	nt	4	2	nt
25	-8	0.9	3	-2	-4
26	15	1.8	4	1	3
27	-16	0.7	-7	-1	5
28	nt	nt	-4	nt	-7
29	13	nt	5	1	-4
30	nt	-1.6	11	nt	-14

# (next part)
item	structure	PriA SSB inh	Vc quorum ag	BoNT-A LC inh2	Anthrax LF prot	PfHsp40 yeast
31	O=C(CCc1c[nH]c2ccccc12)N[C@@H](Cc1c[nH]c2ccc(O)cc12)C(=O)O	10	-3.4	-1.4	-2	-1.0
32	COc1ccccc1N1CCN(C(=O)C2CC(=O)N(c3ccccc3)C2)CC1 (stereo not given)	2	-0.7	-1.7	11	-0.4
33	CC(=O)Cc1cc(O)c2ccccc2c1OC(=O)c1ccc(Br)cc1	-6	i	-0.2	-6	0.0
34	CC(C)CN(C(=O)CSc1ncnc2ccccc12)C1CCS(=O)(=O)C1 (stereo not given)	8	-2.0	-0.1	14	0.8
35	Cc1ccc(C)n1-n1cnc2sc(-c3ccccc3)cc2c1=O	8	-0.3	-1.2	-10	1.1
36	CC(C)Sc1nnc(NC(=O)c2ccc3c(c2)OCO3)s1	6	i	-3.2	-1	1.6
37	O=C(NNS(=O)(=O)c1ccccc1)c1cc2cc3ccccc3nc2s1	-4	-3.2	0.7	0	4.6
38	Cc1ccc(S(=O)(=O)Nc2ccc(C(=O)N3CCN(c4ccccc4O)CC3)cc2)cc1[N+](=O)[O-]	14	0.5	5.7	-2	1.0
39	Cc1nc(N)nc(N)c1Oc1ccc(Cl)cc1	4	526*	-0.2	1	-0.2
40	O=CC(Cl)P(=O)(N1CCCCC1)N1CCCCC1 (stereo not given)	-1	-5.6	0.3	-2	0.8
41	CC(C)N(Cc1ccccc1)S(=O)(=O)c1ccc2c(c1)NC(=O)CO2	1	-0.3	0.4	-3	-0.9
42	CCc1ccc2[nH]c(=O)c(CN(Cc3ccccc3OC)C(=O)Nc3ccccc3OC)cc2c1	2	-0.2	?	1	0.4
43	COc1ccc2nc(-c3ccccc3)nc(C3CCCCC3)c2c1	-4	-3.7	-0.2	-5	-1.7
44	Cc1ccc(/C=C2/SC(=S)N(c3ccc(S(=O)(=O)Nc4nccs4)cc3)C2=O)cc1	-5	-3.5	3.8	4	-1.5
45	CC1CCCC(NC(=O)CSc2nnc(C(F)(F)F)n2C)C1C (stereo not given)	-10	-0.3	0.0	6	0.3

item	VHR inh abs	TcdB GH inh	Yp Topo-I inh	SARS 3CLpro inh	CCHFV vOTU inh
31	5	-0.8	-3	0	15
32	7	-0.3	-2	-2	5
33	17	0.7	7	7	2
34	nt	2.1	-5	nt	9
35	1	nt	-6	-8	-2
36	14	0.8	6	3	-3
37	9	nt	1	4	11
38	nt	0.3	-11	nt	-1
39	nt	1.2	1	nt	3
40	3	nt	-13	-1	3
41	15	2.9	17	-1	-9
42	31	nt	11	2	24
43	nt	1.1	0	nt	11
44	29	0.6	-1	4	14
45	nt	-1.0	0	nt	-1

# More records:
item	structure	PriA SSB inh	Vc quorum ag	BoNT-A LC inh2	Anthrax LF prot	PfHsp40 yeast
46	OCCC1CN(CC#Cc2ccccc2)CCN1Cc1ccccc1F (stereo not given)	7	i	-3.7	-14	0.4
47	COC(=O)c1ccc(Cn2cnc3cnccc32)cc1	0	i	2.7	9	-1.5
48	Cc1ccc(C(C(=O)NCc2ccc(F)cc2)N(Cc2ccco2)C(=O)c2snc(C(N)=O)c2N)o1 (stereo not given)	-8	-0.2	-0.4	-12	2.9
49	O=C(O)CN1C(=O)/C(=C/c2ccsc2)SC1=S	-22	i	-0.7	2	0.6
50	NS(=O)(=O)c1ccc(NC(=S)NNC(=O)CCC(=O)Nc2ccccc2Cl)cc1	-16	i	1.3	-4	-0.2
51	CSc1nc(-c2ccccc2)cc(C(F)(F)F)c1C#N	-13	-0.6	3.3	3	-1.8
52	CCC1Oc2ccccc2N(CC(=O)N2CCCC2)C1=O (stereo not given)	nt	i	-0.2	5	nt
53	O=C(COC(=O)c1ccc(F)cc1Cl)NCc1ccco1	8	-0.4	-1.1	-1	1.7
54	CCOC(=O)C1=C(C)N(C)C(=O)NC1c1c(C)nn(-c2ccccc2)c1C (stereo not given)	4	6.1	0.2	1	0.3
55	CC(=O)Nc1ccc(NC(=O)c2cccc(C(=O)OC(C)C)n2)cc1	0	-1.3	-2.6	-8	1.7
56	CN(Cc1ccc(O)cc1)C1CCCCC1	-5	-1.0	0.1	-2	0.0

item	VHR inh abs	TcdB GH inh	Yp Topo-I inh	SARS 3CLpro inh	CCHFV vOTU inh
46	4	0.4	38	-3	-10
47	-4	0.6	-4	-2	7
48	20	0.0	23	-2	16
49	25	0.4	7	2	5
50	-2	0.9	3	-1	-5
51	23	nt	8	-8	-12
52	nt	-2.2	-7	nt	-6
53	nt	0.1	11	nt	-1
54	16	nt	2	0	19
55	10	nt	-3	3	0
56	21	nt	-6	-2	4

# Retrieved by structure from the list above, three records:
item	structure	PriA SSB inh	Vc quorum ag	BoNT-A LC inh2	Anthrax LF prot	PfHsp40 yeast
51	CSc1nc(-c2ccccc2)cc(C(F)(F)F)c1C#N	-13	-0.6	3.3	3	-1.8
54	CCOC(=O)C1=C(C)N(C)C(=O)NC1c1c(C)nn(-c2ccccc2)c1C (stereo not given)	4	6.1	0.2	1	0.3
47	COC(=O)c1ccc(Cn2cnc3cnccc32)cc1	0	i	2.7	9	-1.5

item	VHR inh abs	TcdB GH inh	Yp Topo-I inh	SARS 3CLpro inh	CCHFV vOTU inh
51	23	nt	8	-8	-12
54	16	nt	2	0	19
47	-4	0.6	-4	-2	7
